TRb-SRC2 inh: inhibitors of human thyroid hormone receptor beta-SRC2 interaction | P10828 | TRbeta-SRC2 peptide binding, fluorescence polarization; receptor liganded with 1 µM T3 | Potency, µM (doses to about 106 µM), inactives show at the highest dose activity change, negative = inhibition, hits mostly inhibitors | 280,000 compounds, 0.065% hits;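 note: plate controls were bound peptide for no effect and peptide without receptor for full effect; nearly all actives have a fitted effect of over 50% in size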
Target sequence (P10828 whole entry, looked up): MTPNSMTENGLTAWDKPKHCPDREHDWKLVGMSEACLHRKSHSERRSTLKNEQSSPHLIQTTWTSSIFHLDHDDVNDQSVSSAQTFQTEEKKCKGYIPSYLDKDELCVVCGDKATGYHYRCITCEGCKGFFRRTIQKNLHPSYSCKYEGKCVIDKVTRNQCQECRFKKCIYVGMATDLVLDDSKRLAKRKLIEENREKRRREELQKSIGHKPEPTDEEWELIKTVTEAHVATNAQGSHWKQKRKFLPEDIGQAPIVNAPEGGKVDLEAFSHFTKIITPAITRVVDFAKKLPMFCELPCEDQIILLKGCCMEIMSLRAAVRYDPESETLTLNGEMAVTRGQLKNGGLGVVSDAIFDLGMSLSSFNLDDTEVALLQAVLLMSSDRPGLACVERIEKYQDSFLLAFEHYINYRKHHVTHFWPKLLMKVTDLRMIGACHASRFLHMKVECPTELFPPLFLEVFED
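Read-out is fluorescence polarization (555 nm excitation, 632 nm emission) of a Texas Red SRC2 coactivator peptide; loss of signal reflects blocked binding to human TRb ligand-binding domain in the presence of 1 uM T3.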
SMN2 splice enh: increases expression of the SMN2 splice variant. Potency, µM (doses to about 46.1 µM), without a hit: at the top dose activity change, positive = activation, most hits filed as activators. HEK293 SMN2-luciferase splicing reporter, luminescence, 30-36 h. 210,000 compounds, 2.8% hits; note: % of control where 0% means no effect; nearly all actives have a fitted effect of over 55% in size
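qHTS luciferase splicing reporter: luminescence rises when SMN2 exon 7 is included in transfected HEK293 cells. Compound exposure lasted 30-36 h at 37C, with 4.5 mM final sodium butyrate as control, followed by a ONE-Glo read.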
RECQ1 inh: blocks DNA unwinding by human RECQ1 | AID 2549 | Potency, µM (highest dose often 57.3 µM), without a hit: at the highest dose activity, negative = inhibition, usual class: inhibitors | P46063 | RECQ1 DNA unwinding, red fluorescence kinetic read | 240,000 compounds, 0.54% hits;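 note: plate controls were vehicle for no effect and no enzyme for full effect; nearly all actives have a fitted effect of over 30% in size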
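50 nM RECQ1T1 preincubated 15 min with compound in Tris pH 8.0 buffer with MgCl2, DTT, Tween-20 and 2.5 ug/ml poly(dI-dC); started with 200 nM TAMRA/BHQ-2 forked duplex and 2 mM ATP. Unwinding read as fluorescence (525/598 nm), two reads 2 h apart.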
GoLoco inh red: blocks human Gai1 binding to RGS12 GoLoco peptide, red readout; P63096; Gai1:RGS12 GoLoco peptide FP, rhodamine, 10 min; Potency, µM (titrated, usually from 61.6 µM), for inactives: top-dose activity, negative = inhibition, most hits filed as inhibitors; 230,000 compounds, 0.44% hits; AID 880; active = well fitted inhibition curve with a large enough effect, not every such curve was filed as active; inactive = no such curve, though single readings can be large or run the other way; note: % is set by controls: 0 for no effect and ±100 for the full control effect; nearly all actives have a fitted effect of over 30% in size; many of its hits are not listed in these tables
Target sequence (P63096 whole entry, looked up): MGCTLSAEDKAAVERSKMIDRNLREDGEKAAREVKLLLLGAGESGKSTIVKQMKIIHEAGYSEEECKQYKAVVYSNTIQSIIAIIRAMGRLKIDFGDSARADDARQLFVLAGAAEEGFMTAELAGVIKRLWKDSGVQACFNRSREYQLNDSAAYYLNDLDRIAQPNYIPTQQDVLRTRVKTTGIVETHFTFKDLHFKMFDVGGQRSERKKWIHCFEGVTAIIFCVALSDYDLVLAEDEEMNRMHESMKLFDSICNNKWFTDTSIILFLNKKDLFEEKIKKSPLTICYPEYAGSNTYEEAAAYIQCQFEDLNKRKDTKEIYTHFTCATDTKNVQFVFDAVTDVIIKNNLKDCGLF
ALDH1A1 inh: inhibitors of human aldehyde dehydrogenase 1A1. 220,000 compounds, 7.3% hits. AID 1030. Potency, µM (top dose mostly 75.3 µM), inactives show at the top dose activity, negative = inhibition, usual class: inhibitors. Purified ALDH1A1, NADH fluorescence, propionaldehyde substrate; active = well fitted inhibition curve with a large enough effect, not every such curve was filed as active; inconclusive = small, poorly fitted or top-dose-only effect, or another doubt; inactive = no such curve, though single readings can be large or run the other way;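 note: plate controls were no enzyme wells and a reference inhibitor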
KDM4E inh: blocks human JMJD2E demethylase activity; B2RXH2; JMJD2E catalytic domain, FDH-coupled NADH fluorescence (FDH is formaldehyde dehydrogenase); 230,000 compounds, 1.6% hits; Potency, µM (highest dose often 57.1 µM), inactives show at the top dose activity change, negative = inhibition, hits mostly inhibitors; active = well fitted inhibition curve with a large enough effect, not every such curve was filed as active; inconclusive = small, poorly fitted or top-dose-only effect, or another doubt; inactive = no such curve, though single readings can be large or run the other way;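 note: 0% = wells with enzyme and -100% = buffer wells without enzyme; nearly all actives have a fitted effect of over 50% in size; many of its hits are not listed in these tables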
LMNA splice mod: modulators of lamin A splicing; HeLa LMNA splicing GFP/RFP minigene ratio, 48 h; Potency, µM (highest dose often 46.1 µM), inactives show at the top dose ratio change, negative = inhibition, actives largely listed as inhibitors; 200,000 compounds, 0.01% hits; AID 1487; active = well fitted inhibition curve with a large enough effect in the signal ratio, with a control signal flat, not every such curve was filed as active; inconclusive = small, poorly fitted or top-dose-only effect, or effect the other way, or a change in a side signal; the % refers to the signal ratio; note: % is set by controls: 0 for no effect and ±100 for the full control effect
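S3 HeLa cells stably expressing lamin A-EGFP splicing minigene plus DsRed2, 600 cells/well, 48 h compound exposure at 37C. Laser-scanning cytometry; analysed as GFP (500-530 nm)/RFP (575-640 nm) total intensity ratio; 0.5% DMSO vehicle.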
TexasRed fluor: Texas Red fluorescence interference in TRb-SRC2 counter-screen | 280,000 compounds, 0.29% hits | TRb/SRC2 Texas Red total fluorescence interference | Potency, µM (series often up to 106 µM), inactives show at the top dose fluorescence change, negative = quenching; active = well fitted curve in either direction with a large enough effect; inconclusive = small, poorly fitted or top-dose-only effect; note: % is set by controls: 0 for no effect and ±100 for the full control effect
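Human TRb ligand-binding domain at 0.6 uM with 20 nM Texas Red SRC2 peptide in Tris buffer containing 1 uM T3 and 5% DMSO, incubated with compound 5 h at ambient temperature. Total fluorescence (555/632 nm) calculated as parallel + 2 × perpendicular.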
* hit, by the source's call; i = inactive; ? = inconclusive; · = not tested or not shown; [ ] = remark or other dose. Unless noted, calls come from the whole dose curve; as a rule, active = well fitted curve in the direction sought with a large enough effect; inconclusive = small, poorly fitted or top-dose-only effect, or another doubt; inactive = no such curve, though single readings can be large; an effect the other way counts as inactive or inconclusive. Potency is the fitted concentration of half-maximal effect.

SMILES	TRb-SRC2 inh	SMN2 splice enh	RECQ1 inh	GoLoco inh red	ALDH1A1 inh	KDM4E inh	LMNA splice mod	TexasRed fluor
CCN1C(=O)N[C@H](c2ccc(Br)cc2)C(C(=O)OC)=C1C	0.4%[11.2 µM]	3.7%[9.22 µM]	3.9%[11.5 µM]	-0.7%[14.2 µM]	2.0%[13.5 µM]	2.5%[11.4 µM]	-17.3%[9.22 µM]	0.6%[11.2 µM]
Cc1ccc(-n2c(=O)c3sccc3n(CC(=O)NCc3ccco3)c2=O)cc1	-10.4%	-3.6%	3.3%	11.5%	-0.9%	0.7%	3.4%	-3.4%
COCCCNCCCCOc1c(Cl)cc(C)cc1Br	7.8%	-2.1%	i	-4.9%	?	?	-9.0%	-0.5%
CCOC(=O)C1=C(C)OC(N)=C(C#N)C1c1ccc(OC)c(CSc2ccccn2)c1 (stereo not drawn)	6.6%	0.5%	-20.0%	17.1%	?	-12.6%	3.0%	?
O=C1CCCCCN1C(=O)c1ccc(C(=O)N2CCCCCC2=O)cc1	4.7%	·	-1.5%	·	-0.7%	9.5%	9.7%	1.5%
CC(C)n1c(C(=O)OCC(=O)NCc2ccc3c(c2)OCO3)cc2sccc21	-6.2%	-11.7%	-19.5%	19.4%	4.3%	?	?	-1.7%
CC(=O)Nc1cccc(/C(C)=N/NC(=O)c2cccs2)c1	10.5%	?	-2.8%	-3.3%	-6.6%	10.9%	-17.3%	-20.6%
COc1ccc(OC)c(-n2c(-c3cnccn3)n[nH]c2=S)c1	-6.7%	-7.9%	i	13.1%	?	-21.0%	7.0%	-1.6%
CC(NC(=O)C1CCCN(S(=O)(=O)c2cccc3nonc23)C1)c1ccccc1 (stereo not drawn)	-7.0%	-8.0%	-0.5%	21.7%	?	-7.9%	9.8%	-2.2%
O=C(Nc1ccc(S(=O)(=O)N2CCOCC2)cc1)c1ccc2c(c1)S(=O)(=O)c1ccccc1C2=O	3.6%	2.5%	i	4.0%	13.3%	10.2%	3.1%[46 µM]	-4.2%
C/C(=N/NC(=O)CC1N=C(Cc2ccccc2)NNC1=O)c1cccnc1 (stereo not drawn)	-6.2%	-8.3%	-1.8%	11.2%	4.3%	-19.0%	0.2%[46 µM]	1.5%
O=C(Nc1ccccc1C(=O)NCc1cccnc1)c1cccc([N+](=O)[O-])c1	4.8%	7.8%	-11.3%	8.6%	?	2.7%	-2.6%[46 µM]	-2.1%
C=CCSc1nnc(NC(=O)c2ccc(NC(C)=O)cc2)s1	4.3%	·	-0.3%	12.9%	?	-18.5%	·	-4.3%
CS(=O)(=O)Nc1cccc(-c2nc(NCc3cccs3)c3ccccc3n2)c1	7.0%	-1.9%	i	-3.7%	-22.7%	?	?	-27.3%
CCc1cc(S(N)(=O)=O)cc(CC)c1NC(C)=O	-10.6%	·	i	-0.8%	·	-3.4%	·	1.1%
CCC1CCC/C1=N\NC(=O)CCC(=O)Nc1ccccc1Cl (stereo not drawn)	-3.5%	-1.2%	0.8%	-5.2%	3.5%	-4.4%	8.6%	0.4%
Cc1ccc(C(=O)Nc2ccc(Oc3ccc(C(=O)O)c(C(=O)O)c3)cc2)cc1C	-2.0%	-0.2%	i	2.6%	-6.8%	-2.9%	-3.4%	-5.3%
COc1cccc(CN2CCC(CO)(CC3CCCCO3)CC2)c1 (stereo not drawn)	5.5%	·	i	1.7%	-2.7%	2.9%	·	3.3%
Cc1ccc(NC(=S)N(Cc2ccco2)C(C)c2cccs2)c(Cl)c1 (stereo not drawn)	-5.5%	-84.1%[inhibitor]	-4.6%	7.4%	-8.1%	2.6%	·	-1.8%
NC(=O)C1CCCN(CCc2ccccc2)C1 (stereo not drawn)	-1.9%	6.2%	i	6.8%	2.7%	0.3%	6.6%	-3.4%
CCOC(=O)N1CCC(NC(=O)c2ccccc2C(=O)O)CC1	0.2%	·	0.4%	5.5%	·	2.7%	·	-1.6%
CC(C)COC(=O)COc1cc(Cl)c(Cl)cc1Cl	-3.7%	-1.0%	1.2%	4.9%	-12.6%	·	·	0.0%
COCC(=O)N1CCC2(CC1)CCN(c1ccccn1)CC2	·	?	-4.0%	15.8%	?	·	·	·
CC(C)=CCC/C(C)=C/CO/N=C1/C[C@@H](O)[C@@H](O)[C@@H]2[C@@H]3C(=O)N(C(C)(C)C)C(=O)[C@H]3CC[C@@H]12	0.6%[11.2 µM]	·	7.1%[11.5 µM]	·	0.0%[13.5 µM]	·	·	-2.3%[11.2 µM]
COc1ccc(S(=O)(=O)Nc2ccc3oc(C)c(C(=O)O)c3c2)cc1	-3.9%	8.8%	0.0%	-5.0%	14.7%	3.9%	-4.6%	-3.4%

Continued.
SMILES	TRb-SRC2 inh	SMN2 splice enh	RECQ1 inh	GoLoco inh red	ALDH1A1 inh	KDM4E inh	LMNA splice mod	TexasRed fluor
COc1cc(C(=O)O)ccc1OCC(=O)N1CCOCC1	5.1%	-11.6%	-10.9%	1.4%	0.3%	3.3%	2.0%	-2.4%
CNCCCOc1ccc(Cl)cc1C(C)(C)C	-9.5%	-37.5%[inhibitor]	i	-7.9%	?	?	?	-2.0%
S=c1[nH]nc(-c2ccco2)n1-c1ccccc1Cl	-6.4%	·	-6.5%	21.7%	?	?	?	-4.5%
CN1CCN(Cc2nc3c(c(=O)n(C)c(=O)n3C)n2Cc2cccc3ccccc23)CC1	-14.9%	29.1%	-6.8%	30.4%[activator]	?	-1.4%	-8.2%	1.3%
O=C1CCCC/C1=C/NCc1ccccc1	-6.0%	13.5%	i	5.4%	-4.9%	-2.1%	-7.0%[46 µM]	-2.6%
COC(=O)c1ccc(OC)c(CSc2nnc(COc3ccccc3)o2)c1	-17.8%	-3.5%	-0.7%	6.2%	-19.2%	0.5%	?	1.4%
CC(=O)N1CCCN(Cc2cn(-c3ccc(C)cc3)nc2-c2cccc(C)c2)CC1	-6.2%	·	-16.2%	0.0%	?	-3.7%	·	-4.4%
COc1ccsc1C(=O)Nc1ccc(F)cc1F	6.2%	24.1%	i	-2.0%	14.2%	5.7%	·	0.5%
Cc1ccc(NC(=O)Cn2nnc3ccccc3c2=O)cc1C	5.2%	20.6%	7.8%	0.4%	3.5%	0.7%	·	-0.9%
C[C@H](NC(=O)OCc1ccccc1)c1nnc([C@H](C)NC(=O)OCc2ccccc2)o1	-5.3%	·	-0.6%	3.7%	·	-2.5%	·	0.5%
Cc1cccc(/C(N)=N/OC(=O)c2cccs2)c1	0.7%	?	-6.2%	7.9%	-4.3%	7.4%	1.7%[0.0737 µM]	-0.2%
CCNC(=O)c1cc2c(=O)n3cccc(C)c3nc2n(CCc2ccccc2)c1=N	1.4%	29.1%	-7.1%	0.9%	?	?	6.1%	2.2%
Cc1ccc2c(c1)nc(-n1nc(C)cc1C)c1nnnn12	-1.3%	-10.0%	-13.5%	-2.9%	-6.6%	1.8%	·	-2.0%
Cc1ccc(CNC(=O)C(NS(=O)(=O)c2cccc3nsnc23)c2ccccc2)cc1 (stereo not drawn)	3.0%	-13.5%	-1.2%	1.7%	-4.9%	0.7%	-3.7%	-6.2%
CCSc1nnc(NC(=O)[C@H](C)NC(=O)c2ccccc2Cl)s1	7.4%	1.8%	-8.1%	3.0%	-1.7%	-1.5%	1.8%[46 µM]	0.6%
Cn1c(=O)c2c(nc(SCc3nn[nH]n3)n2Cc2ccccc2F)n(C)c1=O	9.6%	16.8%	i	-60.3%	?	-0.7%	-9.4%	-4.1%
CCOc1ncccc1C(=O)OCCN1C(=O)c2ccccc2C1=O	1.1%	3.0%	-2.1%	5.7%	2.8%	-0.6%	11.2%	-1.7%
CC(C)(C)C1CCC(C(=O)OCC(=O)c2ccc[nH]2)CC1 (stereo not drawn)	5.7%[53 µM]	-4.5%	?	-3.4%	-1.3%	-1.5%	0.1%	-0.8%[53 µM]
Cc1cc(C)c(OCCCCN(C)C)c(Br)c1	-2.3%	-25.1%	-0.3%	-1.0%	22.4µM*	?	-0.2%[46 µM]	0.1%
CCC(C)C(NC=C1C(=O)OC(C)(C)OC1=O)C(=O)O (stereo not drawn)	-1.5%	3.3%	16.5%	11.1%	?	-3.8%	0.6%	1.1%
O=C(NC(Cc1ccccc1)c1nc2ccccc2[nH]1)c1ccc(Cl)c([N+](=O)[O-])c1 (stereo not drawn)	1.9%	·	-3.4%	·	0.9%	-18.2%	-7.6%	0.2%
COc1ccc(Cn2c(O)c(/C=C3/C=CC=N3)c(=O)[nH]c2=O)cc1	5.2%	·	i	22.2%	·	-0.6%	·	-0.3%
O=C(O)[C@H]1CCCC[C@H]1C(=O)Nc1ccc(Nc2ccccc2)cc1	-17.1%	7.8%	-0.7%	4.7%	-3.1%	-13.6%	-19.9%	-2.9%
COc1ccc(Cc2noc(-c3ccc(OC)c(OC)c3)n2)cc1OC	3.2%	-32.5%[inhibitor]	i	-10.6%	8.9%	-0.7%	?	-2.3%
CCN1CCc2nc(SCC(=O)Nc3ccc(OC)cc3)c(C#N)cc2C1	-0.6%	1.8%	8.8%	5.7%	?	?	?	-5.0%
COc1cccc2c(=O)n(CC(=O)Nc3cccc(F)c3)ccc12	-9.3%	-23.3%	5.8%	-50.7%	?	6.4%	-2.0%	-0.6%
CCOC(=O)C1=C(O)/C(=C/c2ccc(-c3ccccc3C(=O)O)o2)SC1=Nc1ccc(OC)cc1	2.2%	-1.2%	-26.6%	10.1%	?	-14.5%	0.4%	-11.7%
CCCCOc1ccc(OC(=O)c2cccnc2)cc1	-9.4%	14.9%	-9.4%	2.2%	5.9%	-0.8%	?	-3.2%
O=C(NCc1ccc(F)cc1)C(Cc1ccccc1)NS(=O)(=O)c1cccs1 (stereo not drawn)	-5.1%	-0.4%	-7.0%	1.2%	-2.0%	-1.9%	-4.1%	1.3%

Screening data as filed in PubChem.

The list is partial; rates above refer to the full screens.
